# BCLXL inh: inhibitors of human Bcl-xL, primary screen, biochemical, fluorescence polarization, HTS; Bcl-2-like protein 1 (Homo sapiens), Q07817; GST-Bcl-xL / FITC-Bim BH3 peptide fluorescence polarization; inhibition, % at 10.9 µM; hit rate 0.7% among 320,000; AID 2129, 2009;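 active = inhibition above the mean of all tested compounds plus 3 SD, cutoff set per campaign, cut at about 30% in these data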;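 note: 0% = DMSO wells and 100% = unlabeled Bim-BH3 peptide competitor; inhibitors lower millipolarization by displacing the labeled peptide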
# Target sequence (Q07817 whole entry, looked up): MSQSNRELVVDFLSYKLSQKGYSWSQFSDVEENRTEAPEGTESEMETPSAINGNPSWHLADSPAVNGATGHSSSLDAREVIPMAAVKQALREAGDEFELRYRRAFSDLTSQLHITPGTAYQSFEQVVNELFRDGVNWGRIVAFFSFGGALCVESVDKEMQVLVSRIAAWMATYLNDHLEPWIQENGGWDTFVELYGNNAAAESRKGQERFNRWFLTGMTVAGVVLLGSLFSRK
# PME-1 inh: PME-1 inhibitors via competitive probe labeling, primary screen, biochemical, fluorescence polarization, FP-Rh probe, HTS | Protein phosphatase methylesterase 1 (Homo sapiens), Q9Y570 | recombinant PME-1 | inhibition, % at 5.9 µM | hit rate 0.53% among 320,000;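 active = inhibition above the campaign mean of all compounds plus 3 SD, cut at about 26% in these data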;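 note: competitive labeling of PME-1 active site by serine hydrolase directed probe; 0% = PME-1 with DMSO and 100% = wells lacking PME-1 enzyme; inhibitors block probe labeling so polarization falls and inhibition rises; many of its hits are not listed in these tables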
# VLA-4 inh: inhibition in human VLA-4 binding assay, primary screen, VLA-4 allosteric modulator project, MLPCN library, flow cytometry, VLA-4 expressing cells | Integrin alpha-4 (Homo sapiens), P13612 | ligand binding flow cytometry | hit rate 0.2% among 330,000 | inhibition, % (about 7 µM as worked out from the volumes in the protocol); in the data active = inhibition above about 50%
# GRK2 aptamer HTS: compounds blocking aptamer binding on GRK2 – biochemical, human GRK2, bead flow cytometry, HTS, primary screen; inhibition of aptamer binding, % at 10 µM; FAM-aptamer displacement from GRK2; AID 488847, 2010; hit rate 0.59% among 330,000;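 active = inhibition of aptamer binding above 40%, roughly 3 SD of noise, on plates passing a quality check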;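 note: median bead fluorescence of bound FAM aptamer so fluorescent compounds give negative values; no value below 0 was filed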
# MCL1-BIM inh: inhibitors of MCL1 binding to BIM-BH3, primary screen, biochemical, fluorescence polarization. GST-MCL1 / FITC-Bim-BH3 fluorescence polarization. inhibition, % at 10.9 µM. hit rate 0.68% among 320,000. AID 2057, 2009;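 active = inhibition above the mean inhibition of all tested compounds plus 3 SD, set per campaign, cut at about 40% in these data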;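 note: 0% = DMSO wells and 100% = unlabeled Bim-BH3 peptide control; higher means more loss of mP so more displacement of Bim peptide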
# Target sequence (Q07820 whole entry, looked up): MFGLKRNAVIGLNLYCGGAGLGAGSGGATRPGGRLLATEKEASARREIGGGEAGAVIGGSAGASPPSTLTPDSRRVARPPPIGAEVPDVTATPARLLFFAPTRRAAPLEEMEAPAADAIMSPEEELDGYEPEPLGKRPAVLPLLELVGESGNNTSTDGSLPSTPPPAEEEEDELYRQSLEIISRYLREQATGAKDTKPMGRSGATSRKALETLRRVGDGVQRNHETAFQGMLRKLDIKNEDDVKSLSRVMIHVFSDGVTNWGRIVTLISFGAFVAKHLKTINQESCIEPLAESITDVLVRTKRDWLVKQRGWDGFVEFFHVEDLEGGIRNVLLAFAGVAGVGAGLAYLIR
# Efflux pump mplx: inhibitors of Candida efflux pumps in yeast, primary screen, S. cerevisiae, Nile Red, multiplex. S. cerevisiae Candida pump triplex. inhibition, % at 10 µM. hit rate 0.44% among 330,000. AID 485275, 2010;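 active = plate passing quality check with inhibition over a set limit, or well fluorescence over plate mean plus 4 SD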;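 note: Nile Red retained in pooled yeast measured as flow cytometry median fluorescence; 0% = buffer negative control and 100% = Enniatin B positive control; higher means more Nile Red kept so more efflux inhibition; some compounds called inactive have numbers as strong as hits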
# GLD-1 TGE inh: GLD-1/TGE RNA complex disruptors, primary screen, biochemical, fluorescence polarization. purified GLD-1 + fluorescein TGE RNA. Female germline-specific tumor suppressor gld-1 (Caenorhabditis elegans), Q17339. inhibition, % at 5.96 µM. hit rate 0.44% among 320,000;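 active = percent inhibition above a per-plate cutoff, the plate mean of test compounds plus 3 SD, cut at about 30% in these data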;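 note: 0% = DMSO wells with GLD-1 and probe and 100% = wells lacking GLD-1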
# Fam108B inh: mouse Fam108B serine hydrolase inhibitors, primary screen, counter-screen for RBBP9 inhibitor project, biochemical, fluorescence polarization. recombinant Fam108B, FP-Rh probe fluorescence polarization. inhibition, % at 9.51 µM. hit rate 0.33% among 300,000. AID 1947, 2009;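 active = inhibition above the screen mean inhibition plus 3 SD, computed separately per campaign, cut at about 18% in these data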;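 note: inhibitors lower polarization as less probe binds the enzyme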
# MEX-5 binding: MEX-5 zinc finger RNA-binding disruptors – biochemical, C. elegans, fluorescence polarization, MLPCN library, primary screen; MEX-5/FITC-TCR2 RNA binding; hits give low values; hit rate 0.38% among 300,000; Zinc finger protein mex-5 (Caenorhabditis elegans), Q9XUB2; activity score (negative = inhibition of binding), % at 10 µM;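 active = inhibition past about -25% in most replicates, and total fluorescence under double the plate's negative control median, limit read from the data; inconclusive = replicates evenly split on the limit, or fluorescence at least double controls; inactive = too little inhibition in most replicates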;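 note: 0% = DMSO and -100% = 5 µM competing unlabeled TCR2 RNA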
# Target sequence (Q9XUB2 whole entry, looked up): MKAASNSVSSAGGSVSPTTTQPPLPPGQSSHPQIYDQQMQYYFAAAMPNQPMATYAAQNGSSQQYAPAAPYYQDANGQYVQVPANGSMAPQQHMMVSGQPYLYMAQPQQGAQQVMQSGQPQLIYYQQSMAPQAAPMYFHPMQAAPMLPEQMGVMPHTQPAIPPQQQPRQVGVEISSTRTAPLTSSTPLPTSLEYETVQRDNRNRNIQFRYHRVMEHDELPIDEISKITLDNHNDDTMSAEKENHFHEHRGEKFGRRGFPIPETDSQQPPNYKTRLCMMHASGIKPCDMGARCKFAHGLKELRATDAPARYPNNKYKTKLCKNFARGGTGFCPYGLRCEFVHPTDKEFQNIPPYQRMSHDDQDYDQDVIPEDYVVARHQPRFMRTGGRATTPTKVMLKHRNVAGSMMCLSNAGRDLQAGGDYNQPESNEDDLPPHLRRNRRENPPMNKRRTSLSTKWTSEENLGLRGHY
# * marks the source's active call; other numbers are inactive results; i = inactive; ? = inconclusive; . = no result given; + = active, no number. Only part of the results is shown (hit frequency here may not be typical).
SMILES,BCLXL inh,PME-1 inh,VLA-4 inh,GRK2 aptamer HTS,MCL1-BIM inh,Efflux pump mplx,GLD-1 TGE inh,Fam108B inh,MEX-5 binding
Cc1cc2n(n1)C(c1cn(-c3ccccc3)nc1C)Nc1ccccc1-2 (stereo not given),3,-3,35,0,-3,0.0,5,-7,-1.8
COc1ccc(-n2c(-c3ccc(OC)c(OC)c3)n[nH]c2=S)cc1,-12,0,-12,0,-16,0.0,-5,0,3.1
NC(=O)CNC(=O)[C@@H]1CC2(CC(c3ccc(Cl)cc3)=NO2)CN1C(=O)c1ccc(Br)cc1 (stereo not given in full),1,-1,15,1,-1,0.1,7,2,2.2
O=C(Nc1ccccc1-c1nnn(CC(=O)N2CCc3ccccc3C2)n1)C1CCC1,-1,-3,-8,2,-1,0.0,-2,-3,-1.5
O=C(CNCCC1=CCCCC1)Nc1ccccc1N1CCCCCC1,1,3,-6,0,-1,-0.2,7,1,0.1
O=C(NC1CCCCCCC1)c1cccc(Cl)c1,-3,-1,17,2,-12,0.1,-5,10,0.0
Cc1ccc(-n2cc(CNCCCn3cccn3)c(-c3cccc(C)c3)n2)cc1,1,0,9,0,2,-0.1,-1,0,1.9
CCCCOc1cccc(C2(C(=O)O)CCCC2)c1,3,3,6,0,8,-0.2,2,-3,.
O=C(Nc1ccccc1C(=O)N1CCCC1)c1ncoc1-c1cccc(Cl)c1,8,-4,2,1,2,0.0,8,2,2.5
Cc1ccc(CNC(=O)Cn2c(=O)c3sccc3n(Cc3ccc([N+](=O)[O-])cc3)c2=O)cc1,3,-14,8,0,8,0.1,4,-17,-0.2
O=[N+]([O-])c1cc(C(F)(F)F)ccc1Sc1ccccn1,2,3,2,5,3,0.6,-3,-3,.
Cn1c(C(=O)NCCN2CCc3ccccc3C2)cc2c(=O)n(C)c3ccccc3c21,12,1,-21,0,7,0.1,-3,-1,-2.7
CCCN1CCC(=O)N([C@H](COc2ccccc2)CC(C)C)CC1,3,6,-2,0,10,0.0,3,7,-3.0
C/C(=N/NC(=O)CCc1ccccc1)c1ccc2c(c1)OCO2,.,.,11,0,.,0.2,.,.,1.1
CCOn1c(=O)c(-c2cccc3ccccc23)[n+]([O-])c2ccccc21,10,-3,-3,0,1,-0.1,4,-3,-0.1
Cc1nn(C)c(Oc2ccccc2)c1CCNS(=O)(=O)c1ccc(Cl)cc1,3,8,6,0,1,0.0,2,3,-1.0
O=C(/C=C/c1c(F)cccc1Cl)NCc1ccc2c(c1)OCO2,6,2,-5,1,8,0.1,1,4,1.2
CNc1nc(Sc2cccc(C(F)(F)F)c2)cc(C(F)(F)F)n1,2,-3,-7,0,5,-0.1,0,-3,0.9
CCOc1ccccc1N(CC(=O)NCc1ccncc1)S(=O)(=O)c1ccccc1,8,-4,20,0,4,-0.2,-3,-2,0.7
COc1cc2c3nnc(-c4ccc(F)cc4)c-3cn(Cc3cccc(C)c3)c2cc1OC,96*,2,i,0,99*,-0.2,50*,1,?
CCOC(=O)C(=O)N/N=C(/c1ccccc1)c1ccc(OC)cc1,-3,-1,-1,2,1,-0.2,5,2,-1.3
C=CCn1c(SCC(=O)NCc2ccco2)nc2sc3c(c2c1=O)CCC3,13,-4,3,3,13,-0.3,-2,-5,0.9
CCOc1ccc(OC(=O)C(CCS(C)(=O)=O)N2C(=O)c3ccccc3C2=O)cc1 (stereo not given),6,-9,1,3,-2,-0.1,3,4,1.4
Cc1nc2cccc(C(=O)NCc3ccccc3)c2o1,-3,0,-4,4,0,-0.1,0,1,1.8
CCc1cc(Cn2nc(-c3ccccc3)cc2C(=O)NCc2cccs2)on1,-4,-63,-1,0,-10,0.1,6,-43,.
Cc1cccc(N(C(=O)c2csnn2)C(C(=O)NC(C)(C)C)c2cccnc2)c1 (stereo not given),1,-3,8,0,-3,0.0,3,-4,2.7
CCc1cccc(NC(=O)CCS(=O)(=O)c2cc3c(cc2C)NC(=O)CO3)c1,2,1,14,2,-1,0.2,9,1,-1.9
Clc1cccc(CN2CCSCC2)c1Cl,.,.,-10,0,.,0.0,.,.,0.3
O=C(NCc1ccc(-c2csnn2)cc1)c1cc(Cl)cc(Cl)c1,5,2,-2,4,2,0.0,2,1,-0.2
Nc1ccc2nc(SCC(=O)N3CCN(c4ccccc4)CC3)sc2c1,-6,-1,0,0,-19,0.2,-7,3,1.4
COc1ccc(N(CC(=O)NCc2ccco2)S(=O)(=O)c2ccc(C)cc2)cc1,2,-4,6,1,-1,-0.2,1,-3,1.9
COc1ccccc1-c1cc(-c2ccccc2)nc(=O)[nH]1,6,-1,-4,0,1,-0.1,0,2,3.5
Nc1c(C(=O)CSc2ccccn2)c(=O)[nH]c(=O)n1C1CC1,4,2,11,1,7,0.1,3,.,.
C/C(=N\NC(=O)c1ccc(CSc2cccc3cccnc23)cc1)C1CCCCC1,4,-5,-1,1,9,-0.2,1,-3,0.8
CC(=O)NS(=O)(=O)c1ccc(N2C(=O)c3ccccc3C2=O)cc1,-5,-3,3,1,0,0.1,0,0,-2.6
O=C(COc1ccc2cc(Br)ccc2c1)N1CCCC1,-1,5,15,3,10,2.6,1,2,-2.7
CCCCc1[nH]nc2c1C1(C(=O)N(CC)c3ccccc31)C(C#N)=C(N)O2 (stereo not given),-3,1,7,0,0,0.1,3,-1,0.9
N/C(=N\OC(=O)C1CC1)c1ccc([N+](=O)[O-])s1,-3,5,7,1,-1,0.0,-8,1,-0.8
CC(=O)Nc1ccc(N2CCCCC2)cc1,0,2,-9,0,9,-0.1,0,1,3.4
Cc1cccc(C)c1OCC(=O)Nc1ccc2c(c1)C(=O)NC2=O,0,-5,-5,4,0,0.0,-2,-6,0.4
CCOc1ccccc1N(CC(=O)O)S(=O)(=O)c1ccc(C)cc1,0,2,17,0,0,0.0,-4,0,-0.3
CCn1nc(C(=O)NCC(c2cccs2)N2CCOCC2)c2ccccc2c1=O (stereo not given),5,1,-16,0,6,-0.3,5,0,-3.9
O=C(COC(=O)c1c[nH]c2ccccc12)Nc1ccc([N+](=O)[O-])cc1,-5,-2,2,0,0,0.1,2,.,.
Cc1ccc(-c2nnc(SCC(=O)N3CCCc4ccccc43)n2N)cc1,8,0,7,0,2,0.0,3,0,0.0
O=C(COC(=O)c1ccc(F)cc1)NCCc1ccc(F)cc1,1,-2,5,0,-6,-0.1,-2,7,0.5
CCOC(=O)c1c(NC(=O)c2cccc([N+](=O)[O-])c2C(=O)O)sc2c1CCCC2,2,1,7,4,-4,-0.1,6,-6,1.2
Cc1cccc(C(=O)C2CCN(S(=O)(=O)c3ccc(C(=O)O)cc3)CC2)c1,-2,6,3,2,-2,0.0,-5,3,-2.9
COc1ccc(Cl)cc1N(C(=O)c1ccco1)C(C(=O)NC1CCCC1)c1ccncc1 (stereo not given),3,-2,6,0,7,0.0,0,-2,-3.1
Cc1ccc(S(=O)(=O)N(C)C)cc1NC(=O)CN1C(=O)NC(Cc2c[nH]c3ccccc23)C1=O (stereo not given),-2,1,.,3,-3,-0.1,2,0,-0.7
Cc1nc(N)sc1-c1csc(Nc2cccc(O)c2)n1,6,1,13,3,6,0.0,1,9,-14
CC1CC(C)CN(C(=O)C2CCCN(c3ncnc4c3nc3n4CCCCC3)C2)C1 (stereo not given),2,1,-1,0,1,-0.1,3,1,-2.4
COc1ccc(NC(=O)C2C3C=CC4(O3)C2C(=O)N(CCN2CCCCC2)C4C(=O)NC2CCCCC2)cc1 (stereo not given),7,2,-3,1,2,0.0,9,-2,-2.6
CC1CCCC(C)N1C(=O)Nc1cccc(Cl)c1 (stereo not given),6,2,7,0,5,0.0,1,1,1.2
CCOc1ccc(NC(=O)c2cccnc2Cl)c([N+](=O)[O-])c1,1,11,4,0,4,0.4,-2,5,5.2
COc1ccc(S(=O)(=O)N(C)C)cc1NCC(=O)Nc1ccc(Br)cc1F,5,0,13,0,-8,0.0,9,3,1.1
Cc1ccc(C(c2nnnn2CC2CCCO2)N2CCN(C)CC2)cc1 (stereo not given),-7,2,0,0,4,-0.2,5,3,-0.7
O=C(NCc1ccccc1CN1CCCC1)c1ccc(OCc2cscn2)cc1,5,6,0,0,6,-0.1,2,.,.
CC(NC(=O)c1ccc(N(C)C)c([N+](=O)[O-])c1)c1ccc(-n2ccnc2)cc1 (stereo not given),0,-5,21,0,3,-0.9,1,3,-1.4
COc1ccc(C2C=C(c3ccc(Br)s3)Nc3ncnn32)cc1OC (stereo not given),189*,-16,-25,0,+,0.0,146*,2,?
COc1ccc(NS(=O)(=O)c2cccc(C(=O)NN=Cc3ccc(OC)c(O)c3)c2)cc1,.,.,9,0,.,-0.2,2,.,.
# Additional structures
SMILES,BCLXL inh,PME-1 inh,VLA-4 inh,GRK2 aptamer HTS,MCL1-BIM inh,Efflux pump mplx,GLD-1 TGE inh,Fam108B inh,MEX-5 binding
c1ccc2c(C3CCO3)cccc2c1 (stereo not given),4,3,-10,0,2,-0.2,-3,.,.
CCOC(=O)c1sc(NC(=O)c2sccc2C)cc1C,2,-9,21,1,5,0.1,3,-3,0.5
CC(C)=CCN1CCN(Cc2cccn2-c2nccs2)CC1CCO (stereo not given),2,-3,.,0,4,0.0,0,4,-0.8
COCC(C)NC(=S)NC(=O)c1cc(S(=O)(=O)N2CCOCC2)ccc1C (stereo not given),12,4,17,4,8,-0.1,5,3,0.4
Cn1c(SCC(=O)N2c3ccccc3Sc3ccc(Cl)cc32)nnc1-c1ccco1,5,8,2,0,1,-0.1,-2,0,.
O=C(NCCN1CCOCC1)c1c(Cl)cccc1Cl,3,-6,-1,0,-7,0.0,5,3,0.5
Cc1nn2c3ccccc3n(C)c2nc1=O,4,0,18,9,9,0.0,-2,-2,-2.0
COc1cc(OC)cc(C(=O)OCC(=O)NCc2ccco2)c1,7,-4,8,7,9,0.1,-1,.,.
Cc1ccc2c(c1)N(Cc1ccc3c(c1)OCO3)C(=O)C(C)O2 (stereo not given),1,0,19,0,-2,0.1,5,1,1.9
CCc1ccccc1NC(=O)C1CCN(C(=O)c2ccc([N+](=O)[O-])cc2)CC1,5,2,-2,6,9,0.0,-1,-1,0.2
Cc1[nH]c2ccccc2c1C(=O)CSc1ccc(F)cc1,3,0,9,2,2,0.1,-7,6,1.8
CC(C)Cc1cc(CN2CCCC(CO)(Cc3cccc(Cl)c3)C2)[nH]n1 (stereo not given),6,9,8,0,-3,0.1,-2,3,2.9
CC1CCN(C(=O)c2ccccc2NC(=O)Nc2ccccc2)CC1,1,2,10,0,6,-0.2,-3,-2,3.5

# Source: PubChem
